hERG protect = hERG rescue from dofetilide block, primary screen, cell-based, CHO-hERG, FluxOR thallium flux, dofetilide IC70; dofetilide IC70 present; Voltage-gated inwardly rectifying potassium channel KCNH2 (Homo sapiens), Q12809; 310,000 tested, 0.51% active; AID 1511, 2009; activation (rescue from dofetilide block), less the hit threshold, % at 10 µM;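 active = activation above the mean of controls blocked by dofetilide plus 5 SD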;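 note: thallium influx through hERG after potassium depolarization seen as dye fluorescence rise; in these data hits start at about 4.7%; inactives centre near -7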
SKKanGAS inh = S. pyogenes SKKanGAS growth inhibitors in kanamycin, primary screen, streptokinase expression inhibitor project, SKKanGAS strain, BacTiter-Glo luminescence | 6 h | inhibition, % at 7.5 µM | 300,000 tested, 1.3% active | AID 1662, 2009;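 active = mean replicate score, as percent of positive control median, at least 50; inconclusive = mean below 50 but one replicate at or above 50; inactive = mean and every replicate below 50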;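 note: strain carries kanamycin resistance gene driven by streptokinase promoter and grows in 40 µg/ml kanamycin; loss of luminescence reflects streptokinase promoter inhibition or plain growth inhibition; 0% = median of DMSO wells and 100% = positive control at its reference dose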
KCNK3 block = human KCNK3 channel inhibitors, primary screen, CHO cells, FluxOR thallium flux, B-score. FluxOR fluorescence; stronger effect = lower value. B-score at 10 µM. 340,000 tested, 0.84% active. AID 602410, 2012;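 active = B-score under library mean minus 4 SD, starting fluorescence ratio at most library mean plus 5 SD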;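 note: more negative B-score means stronger inhibition of thallium flux through KCNK3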
RGS4 act = RGS4 potentiators or activators, primary screen, cell-based, HEK293 M3R inducible RGS4, calcium flux | B-score at 10 µM | 310,000 tested, 0.92% active | carbachol calcium flux Fluo4; stronger effect = lower value;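 active = B-score of the integrated calcium signal more than 4 SD below the library mean, with starting fluorescence not abnormally high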;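 note: negative B-score means reduced calcium response which marks RGS4 activation or potentiation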
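test system = M3R-expressing HEK293 line, RGS4 induced by doxycycline | probe or stimulus = carbachol at ECmax as muscarinic agonist stimulus | timing = dye loading 30 min 37 °C, buffer rest 30 min RT | signal = calcium dye Fluo4 fluorescence | evaluation = B score from integrated fluorescence ratio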
KCNQ1 inh = inhibitors of human KCNQ1 channel, primary screen, cell-based, thallium flux, high-throughput. Potassium voltage-gated channel subfamily KQT member 1 (Homo sapiens), P51787. CHO-K1 KCNQ1, FluxOR thallium flux fluorescence; stronger effect = higher value. B-score at 10 µM. 310,000 tested, 1.3% active. AID 2642, 2010;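 active = compounds whose thallium flux B-score, printed positive for inhibition, exceeds three library SD while starting fluorescence stays within three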;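 note: channel opened by potassium depolarization with thallium stimulus after 20 min compound exposure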
KCNK9 inh = KCNK9 potassium channel inhibitors, primary screen, HEK293 cells, thallium flux. Potassium channel subfamily K member 9 (Homo sapiens), Q9NPC2. FluxOR thallium flux fluorescence; stronger effect = lower value. B-score at 10 µM. 310,000 tested, 1.2% active. AID 488922, 2010;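 active = ratio B-score over 3 SD below the library mean, with starting fluorescence within 5 SD of its mean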;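 note: negative B-score means less thallium flux so channel inhibition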
KCNQ1 pot = potentiators or activators of KCNQ1 channel, primary screen, cell-based, thallium flux, high-throughput | CHO-K1 KCNQ1, thallium flux FluxOR fluorescence; stronger effect = higher value | B-score at 10 µM | 310,000 tested, 0.35% active;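 active = fluorescence ratio B-score, a plate-corrected score, at least three library SD, with initial intensity B-score within 5 SD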
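Material: CHO-K1 cells stably expressing KCNQ1. Medium: assay buffer for compound exposure, DMSO matched across wells. Reagent: K+/Tl+ depolarizing stimulus. Compound dosing: single-concentration screen. Times: 37 °C overnight plating, 90-min dark dye load, 20-min compound pretreatment. Technique: FluxOR Tl+ flux fluorescence.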
ANO1 activ = TMEM16A chloride channel activators or potentiators, primary screen, cell-based, HTS. HEK293 TMEM16A/YFP-H148Q/I152L, iodide quench fluorescence; stronger effect = lower value. 340,000 tested, 0.3% active. Anoctamin-1 (Mus musculus), Q8BHY3. B-score at 10 µM;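 active = fluorescence-ratio B-score plate-corrected deviation score at least 3 library SD below zero, with starting fluorescence score within 5 deviations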;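 note: channel opened by trigger with iodide after compound preincubation; score built on the fluorescence ratio of max minus min over baseline; more negative score means more quench and so TMEM16A activation or potentiation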
Target sequence (Q8BHY3 whole entry, looked up): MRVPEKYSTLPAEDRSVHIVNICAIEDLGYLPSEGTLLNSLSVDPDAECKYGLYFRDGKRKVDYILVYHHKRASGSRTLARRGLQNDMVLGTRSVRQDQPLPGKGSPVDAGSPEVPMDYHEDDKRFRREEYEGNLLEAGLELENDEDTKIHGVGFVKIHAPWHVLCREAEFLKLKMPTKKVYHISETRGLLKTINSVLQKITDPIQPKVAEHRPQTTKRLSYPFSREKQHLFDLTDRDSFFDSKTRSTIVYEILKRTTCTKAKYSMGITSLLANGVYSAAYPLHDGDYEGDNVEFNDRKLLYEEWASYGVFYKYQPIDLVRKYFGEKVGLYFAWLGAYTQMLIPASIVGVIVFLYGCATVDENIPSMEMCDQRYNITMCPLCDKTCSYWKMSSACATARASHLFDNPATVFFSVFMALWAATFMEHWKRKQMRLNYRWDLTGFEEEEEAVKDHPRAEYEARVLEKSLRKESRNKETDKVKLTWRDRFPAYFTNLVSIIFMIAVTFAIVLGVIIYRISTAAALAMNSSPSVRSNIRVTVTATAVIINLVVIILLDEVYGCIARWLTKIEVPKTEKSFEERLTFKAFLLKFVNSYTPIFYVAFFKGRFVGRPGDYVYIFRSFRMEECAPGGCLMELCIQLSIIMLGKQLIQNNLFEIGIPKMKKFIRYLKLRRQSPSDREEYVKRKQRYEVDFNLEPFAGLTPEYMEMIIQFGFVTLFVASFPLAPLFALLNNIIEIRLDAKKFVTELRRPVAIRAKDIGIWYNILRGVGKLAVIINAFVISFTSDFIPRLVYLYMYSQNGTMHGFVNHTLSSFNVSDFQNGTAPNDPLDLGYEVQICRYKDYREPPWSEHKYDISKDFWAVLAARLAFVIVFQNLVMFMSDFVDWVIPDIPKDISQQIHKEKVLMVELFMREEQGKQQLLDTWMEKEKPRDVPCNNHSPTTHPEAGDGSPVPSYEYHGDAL
HDAC3 inh = HDAC3 deacetylase inhibitors, primary screen, biochemical, fluorescence, cell-free homogeneous. 320,000 tested, 0.15% active. recombinant HDAC3, fluorogenic peptide/trypsin coupled. inhibition, % at 8.3 µM. AID 2718, 2010. Histone deacetylase 3 (Homo sapiens), O15379; in the data active = inhibition above about 26%, passing the limit was not always enough; inconclusive = no clear call, values can overlap the other calls
RGS4 block = RGS4 inhibitors, primary screen, cell-based, HEK293 M3R inducible RGS4, calcium flux | B-score at 10 µM | 310,000 tested, 0.45% active | Fluo-4 calcium flux; stronger effect = higher value; triggered by carbachol at its EC20 | AID 463165, 2010;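 active = B-score, a plate-corrected calcium signal, over three deviations above library mean, with baseline fluorescence within five deviations of library mean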;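 note: RGS4 expression induced by doxycycline in cells with stable M3 receptor; B-score is computed from the integrated fluorescence ratio over baseline after carbachol; higher B-score means a larger calcium signal and so more RGS4 inhibition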
ANO1 block = TMEM16A chloride channel inhibitors, primary screen, cell-based, HTS | HEK293 TMEM16A/YFP iodide influx fluorescence, ionomycin | normalized B-score (activity score, 25-100; higher = stronger inhibition) at 10 µM | 310,000 tested, 1.2% active | AID 588511, 2011;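 active = ratio plate-corrected score three or more library SD toward inhibition, starting fluorescence score within five deviations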;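 note: score derived from kinetic fluorescence span divided by baseline fluorescence per well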
Numbers without * were called inactive; i = inactive; u = inconclusive; x = no result given.

SMILES	hERG protect	SKKanGAS inh	KCNK3 block	RGS4 act	KCNQ1 inh	KCNK9 inh	KCNQ1 pot	ANO1 activ	HDAC3 inh	RGS4 block	ANO1 block
O=C(NCc1ccc(Cl)c(Cl)c1)c1ccco1	-3	0	i	i	i	i	i	i	3	i	i
N#CCSc1nnc(COc2cccc3ccccc23)n1-c1cccc(Cl)c1	40*	12	i	i	i	i	i	i	u	i	i
CC(NC(=O)C(c1ccccc1)c1ccccc1)c1ccccc1 (stereo not given)	2	3	i	i	i	i	i	i	-8	i	i
CCOc1ccc(OCC)c(NC(=O)Cn2cccc2)c1	-13	-1	i	i	i	i	i	i	1	i	i
O=c1ccc2cc(S(=O)(=O)N3CCN(c4cc(Cl)ccc4Cl)CC3)ccc2o1	-6	1	i	i	i	i	i	i	2	i	i
Cn1c(-c2ccc(F)cc2)cnc1SCC(=O)N1CCCc2ccccc21	-8	-12	i	i	i	i	i	i	-1	i	i
COc1ccc(SCCCn2c(=O)c3c(ncn3C)n(C)c2=O)cc1	-2	4	i	i	i	i	i	i	-1	i	i
CCNc1nc(NCC)nc(N(C)N)n1	-12	12	i	i	i	i	i	i	-1	i	i
Cc1ccc(C(=O)Nc2ccc(C(F)(F)F)n(C)c2=O)cc1	-8	3	i	i	i	i	i	i	5	i	i
S=c1[nH]nc(-c2cc(-c3ccccc3)n[nH]2)n1/N=C/c1ccc(Cl)c(Cl)c1	-4	22	i	i	i	i	i	i	-7	i	i
CCC(c1nnc(SCC(=O)Nc2ccc(S(N)(=O)=O)cc2)n1Cc1ccccc1)N(C)C (stereo not given)	-3	8	i	i	i	i	i	i	-14	i	i
S=C(Nc1cccnc1)Nc1ccccn1	-4	5	i	i	i	i	i	i	4	i	i
Cc1ccccc1-n1nc2c(c1NC(=O)C(C)(C)C)CS(=O)(=O)C2	-2	-2	i	i	i	i	i	i	-1	i	i
Cc1nnc(NC(=O)C(C)Sc2nncn2C)s1 (stereo not given)	-6	7	i	i	i	i	i	i	x	i	i
CCN(CC)CCOC(=O)C1(c2ccccc2)CCOCC1	-7	1	i	-7*	i	i	i	i	-12	i	i
CCCN(CCO)Cc1cccc(Br)c1	-10	0	i	i	i	i	i	i	-2	i	i
Cn1c(SCc2nc(-c3ccc(Cl)cc3)no2)nnc1-c1ccco1	-9	-6	i	i	i	i	i	i	1	i	i
CCOc1ccc(NC(=O)CCn2nc(C)c(S(=O)(=O)N3CCCCC3)c2C)cc1	-6	5	i	i	i	i	i	i	5	i	i
COc1ccc2c(c1)[nH]c1c(=O)n(Cc3ccco3)cnc12	0	14	i	i	i	i	i	i	10	i	i
Cc1c(C2N3CC4(C)CN2CC(C)(C3)C4=O)c2ccccc2n1C (stereo not given)	-10	-3	i	i	i	i	i	i	3	i	i
Cc1c(C(=O)OCC(C)C)[nH]c2c1C(=O)CC(c1ccco1)C2 (stereo not given)	-9	6	i	i	i	i	i	i	6	i	i
CC(C)c1ccc(/C=N/n2nnnc2Nc2ccccc2)cc1	-5	3	i	i	i	i	i	i	-3	i	i
C/C(N)=C(/C#N)C(=O)CSc1nc2ccccc2c(=O)n1Cc1ccc(C)cc1	-5	0	i	i	i	i	i	i	15	i	i
O=C(N1CCC(n2nc(-c3ccccc3)oc2=O)CC1)C1(c2ccccc2)CC1	-6	-4	i	i	i	i	i	i	3	i	i
CN(CC(=O)Nc1ccccc1Cl)C(=O)COC(=O)Cc1ccc(F)cc1	-12	-10	i	i	i	i	i	i	2	i	i
Cc1cccc(C)c1OCC(=O)N/N=C/c1ccncc1	-13	-9	i	i	i	i	i	i	-4	i	i
CCC(C)(C)NC(=O)CN(Cc1ccc(OC)cc1)C(=O)CCC(=O)Nc1nccs1	-12	-9	i	i	i	i	i	i	0	i	i
O=C(CSCc1ccc(Cl)cc1)Nc1ccc2c(c1)OCO2	0	-5	i	i	i	i	i	i	-2	i	i
Cc1cc2[nH]c(=O)c3ccccc3n2n1	-8	2	i	i	i	i	i	i	-3	i	i
CN(C)N1C(N)=C(C#N)C(c2cccc([N+](=O)[O-])c2)C2=C1CC(C)(C)CC2=O (stereo not given)	-5	-1	i	i	i	i	i	i	x	i	x
COc1ccc(N2CCN(C(=O)CSc3nnc4c(C)cc5ccccc5n34)CC2)cc1	-22	-10	i	i	i	i	i	i	-1	i	i
CCOc1ccc(/C(O)=C2/C(=O)C(=O)N(c3ccccn3)C2c2ccc(F)cc2)c(C)c1 (stereo not given)	-5	43	i	i	i	i	i	i	-8	i	i
O=C(NC1CCCCC1)c1cc(F)cc2c1OCOC2	-5	-3	i	i	i	i	i	i	-1	i	i
COc1ccc(C(=O)N2CCN(Cc3ccc4c(c3)OCO4)CC2)cc1OC	-6	-2	i	i	i	i	i	i	-1	i	i
O=C(C1CCCN(Cc2ccc([N+](=O)[O-])cc2)C1)N1CCCCC1 (stereo not given)	-2	-4	i	i	i	i	i	i	6	i	i
CCOc1ccc(N(CC(=O)NCCSCc2ccccc2Cl)S(C)(=O)=O)cc1	-2	21	i	i	i	i	i	i	4	i	i
CC(C)C[C@@H](CSc1ccc(Br)cc1)N1CCN(CCc2ccccc2)CCC1=O	-19	16	i	i	i	i	i	i	7	i	i
CN(C(=O)c1cc(COc2c(F)cccc2F)on1)C1CCOC1 (stereo not given)	-9	-5	i	i	i	i	i	i	-3	i	i
CC1(C)CC(=O)C(N=Nc2c(Cl)cc(Cl)cc2Cl)=C(O)C1	-7	0	i	i	i	i	i	i	1	i	i
N#Cc1cc(Oc2ccc(Cl)cc2)c(N2CCOCC2)cc1C#N	-17	-5	i	i	i	i	i	i	4	i	i
CN(C)S(=O)(=O)c1ccc(NC(=O)CN2CCN(c3ccccn3)CC2)cc1	-5	-5	i	i	i	i	i	i	3	i	i
CCCCn1c(N)c(N(CCOC)C(=O)COc2ccc(OCC)cc2)c(=O)[nH]c1=O	-11	-2	i	i	i	i	i	i	8	i	i
Cc1occc1C(=O)NC(C)C12CC3CC(CC(C3)C1)C2 (stereo not given)	-7	-2	i	i	i	i	i	i	4	i	i
O=C(O)CSC(C(=O)Nc1ccc(C(F)(F)F)cc1)c1ccccc1 (stereo not given)	-13	-2	i	i	i	i	i	i	0	i	i
COc1ccc(CN2CC(C(=O)NCCN3CCOCC3)CC2=O)cc1 (stereo not given)	-2	-6	i	i	i	i	i	i	-3	i	100*
O=S(=O)(c1cccs1)N1CCN(Cc2nc3ccccc3s2)CC1	-19	8	i	i	i	i	i	i	-4	i	i
COc1ccc(C(C)=O)cc1CN1C(=O)NC2(CCCCC2C)C1=O (stereo not given)	-7	-5	i	i	i	i	i	i	1	i	i
Cc1ccc(N2CC(C(=O)NCCC(C)C)CC2=O)cc1 (stereo not given)	-4	1	i	i	i	i	i	i	-1	i	i
CC(=O)Nc1nc2ccc(S(=O)(=O)N3CCCC3)cc2s1	-9	-2	i	i	i	i	i	i	-2	i	i
O=C(NCCO)c1ccc2c3n(nc2c1)-c1ccc(Cl)cc1CO3	-6	-8	i	i	i	i	i	i	-9	i	i
CN1CCN(c2nc(C#N)cc(-c3ccccc3)n2)CC1	-8	1	i	i	i	i	i	i	3	i	i
Cc1cccc(NC(=O)Nc2ccc(OCc3ccccc3)cc2)n1	-2	1	i	i	i	i	i	i	-2	i	i
COc1ccccc1N1CCN(CC(=O)Nc2ccc(CN3CCCCC3)cc2)CC1	-2	1	i	i	i	i	i	i	-8	i	i
Cc1ccc(Cl)cc1NC(=O)c1ccccc1OCC(=O)N1CCOCC1	-7	6	i	i	i	i	i	i	x	i	i
CCCc1nc(SCc2ccccc2Cl)n[nH]1	-3	4	i	i	i	i	i	i	-2	i	i
COCCNC(=O)c1c(NC(=O)c2nc(SC)ncc2Cl)sc2c1CCCC2	-5	6	i	i	i	i	i	i	-1	i	i
Cc1ccc(N2CC(NS(=O)(=O)c3cc(F)ccc3F)CC2=O)cc1C (stereo not given)	-7	8	i	i	i	i	i	i	x	i	i
Cc1ccc(OCc2nnc(SC(C)C(=O)O)n2-c2ccccc2)cc1 (stereo not given)	-4	-3	i	i	i	i	i	i	-1	i	i
CC(C)c1ccc(/C=N/NC(=O)c2nnn(-c3nonc3N)c2CN2CCOCC2)cc1	-10	-1	i	i	i	i	i	i	-3	i	i
CC1CCN(c2nnc(-c3ccccc3)c3ccccc23)CC1	-13	-2	i	i	6*	i	i	i	1	i	i
Continued.
SMILES	hERG protect	SKKanGAS inh	KCNK3 block	RGS4 act	KCNQ1 inh	KCNK9 inh	KCNQ1 pot	ANO1 activ	HDAC3 inh	RGS4 block	ANO1 block
FC(F)(Cl)c1nnc2ccc(Sc3ccccn3)nn12	-5	4	i	i	i	i	i	i	2	i	i
Cc1ccc(NC(=O)C(C)OC(=O)c2ccc(NS(=O)(=O)c3ccc(F)c(F)c3)cc2)cc1 (stereo not given)	2	30	i	i	i	i	i	i	15	i	i
O=C(c1cccnc1)N1CCN(c2ccc3ccccc3n2)CC1	-9	-8	i	i	i	i	i	i	-7	i	i
Cc1cc(=O)n2c3ccccc3n(CC(O)CN3CCN(CCO)CC3)c2c1C#N (stereo not given)	-11	-5	i	i	i	i	i	i	-7	i	i
Cn1cnnc1Sc1cc(N2CCN(S(=O)(=O)c3ccc4ccccc4c3)CC2)ccc1[N+](=O)[O-]	-3	12	i	i	i	i	i	i	-2	i	i
CCOc1ccccc1NC(=O)c1nnn(CC(=O)Nc2ccc3c(c2)OCO3)c1N	-9	4	i	i	i	i	i	i	-7	i	i
